# Screening results (PubChem)
# TGFb inhibitor: TGF-b pathway inhibition; HepG2 CAGA-GFP TGF-b/SMAD3 reporter, GFP fluorescence, 18 h; TGF-beta stimulated, 500 pg/mL final; Potency, µM (series often up to 46.1 µM), inactives show at the highest dose activity, negative = inhibition, actives largely listed as inhibitors; hit rate 1.2% among 410,000; note: potency is the fitted concentration of half-maximal effect; % is set by controls: 0 for no effect and ±100 for the full control effect; nearly all actives have a fitted effect of over 65% in size
#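 First, reporter cells (HEPG2 CAGA-GFP) rested 2 h at 37 degrees C. Next, compounds were pinned in and TGF-beta added to 500 pg/mL final. After 18 h, GFP was imaged per cell and summed per well.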
# CCT modulator: cytosolic chaperonin activity modulation; purified chaperonin ATPase assay, HTRF ADP detection, 30 min; activity change, % (no concentration beside the values), hits read low; hit rate 0.3% among 360,000; AID 651819; in the data active = activity change below about -30%; note: % is set by controls: 0 for no effect and ±100 for the full control effect
#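 First, chaperonin was dispensed at 40 nM or 20 nM final depending on batch activity. Next, compounds were pinned at 76 uM and ATP added at 10 uM. After 30 min at 37 °C, ADP detection reagents ran 30 min at ambient temperature.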
# Mm-Cpn inhibitor: M. maripaludis TRiC chaperonin inhibition. purified Mm-Cpn ATPase, ADP Transcreener TR-FRET. Potency, µM (doses to about 76.9 µM), for inactives: at the highest dose activity, negative = inhibition, most hits filed as inhibitors. AID 504842. hit rate 0.031% among 330,000; note: potency is the fitted concentration of half-maximal effect; % is set by controls: 0 for no effect and ±100 for the full control effect; nearly all actives have a fitted effect of over 80% in size
#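 Purified archaeal chaperonin (25 nM final) was preincubated with compound for 10 min at 37°C, then ATP (10 uM final) was added for 30 min at 37°C in Tris pH 7.4/KCl/MgCl2/DTT buffer. ADP was quantified by HTRF Transcreener TR-FRET.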
# EPAC2 antag: EPAC2 (human) antagonism. Q8WZA2. EPAC2 GEF exchange of Rap1B-BODIPY-GDP, fluorescence. Potency, µM (series often up to 114 µM), inactives show at the highest dose activity, negative = inhibition, most hits filed as inhibitors. hit rate 0.18% among 360,000. AID 720708; note: potency is the fitted concentration of half-maximal effect; % is set by controls: 0 for no effect and ±100 for the full control effect; nearly all actives have a fitted effect of over 45% in size; many of its hits are not listed in these tables
# Target sequence (Q8WZA2 whole entry, looked up): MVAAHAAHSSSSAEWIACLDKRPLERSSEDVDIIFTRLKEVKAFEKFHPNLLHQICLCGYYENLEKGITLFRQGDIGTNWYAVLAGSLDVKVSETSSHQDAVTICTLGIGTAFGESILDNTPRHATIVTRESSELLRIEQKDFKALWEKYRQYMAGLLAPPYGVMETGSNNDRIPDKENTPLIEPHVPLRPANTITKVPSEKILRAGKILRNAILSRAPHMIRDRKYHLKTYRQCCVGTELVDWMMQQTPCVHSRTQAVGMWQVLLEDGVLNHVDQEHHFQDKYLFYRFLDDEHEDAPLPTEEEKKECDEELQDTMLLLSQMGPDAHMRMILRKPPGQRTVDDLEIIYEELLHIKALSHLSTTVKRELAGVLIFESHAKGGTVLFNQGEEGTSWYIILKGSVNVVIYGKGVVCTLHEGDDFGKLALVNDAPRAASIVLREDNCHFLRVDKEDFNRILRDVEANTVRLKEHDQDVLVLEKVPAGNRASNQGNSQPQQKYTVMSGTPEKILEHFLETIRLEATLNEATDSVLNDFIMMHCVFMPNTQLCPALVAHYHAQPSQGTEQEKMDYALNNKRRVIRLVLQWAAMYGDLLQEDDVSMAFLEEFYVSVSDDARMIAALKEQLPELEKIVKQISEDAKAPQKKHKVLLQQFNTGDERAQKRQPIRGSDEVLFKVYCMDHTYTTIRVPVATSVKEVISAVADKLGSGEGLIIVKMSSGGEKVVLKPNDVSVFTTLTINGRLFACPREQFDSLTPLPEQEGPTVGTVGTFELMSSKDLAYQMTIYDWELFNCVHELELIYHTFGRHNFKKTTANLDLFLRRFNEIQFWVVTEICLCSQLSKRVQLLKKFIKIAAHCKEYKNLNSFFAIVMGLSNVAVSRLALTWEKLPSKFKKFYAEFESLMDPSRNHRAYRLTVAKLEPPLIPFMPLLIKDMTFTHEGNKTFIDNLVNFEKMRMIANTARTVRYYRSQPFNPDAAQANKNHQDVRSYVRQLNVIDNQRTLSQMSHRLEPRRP
# Nrf2 activator: activates Nrf2 signaling. AREc32 ARE-luciferase reporter (MCF7-derived line), luminescence, 24 h. Potency, µM (series often up to 46.1 µM), without a hit: top-dose activation, usual class: activators. hit rate 0.31% among 410,000. AID 624171; note: potency is the fitted concentration of half-maximal effect; % of control where 0% means no effect; nearly all actives have a fitted effect of over 65% in size
#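 For detection, Steady-Glo was added and plates sat 30 min at RT; before that, AREc32_Fluc cells grown overnight in OPTI-MEM/5% FBS had been treated with 23 nL compound for 24 hr at 37 deg C.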
# EPAC2 agonist: activates human EPAC2 exchange factor; Q8WZA2; EPAC2 activation, biochemical qHTS; response scale: 100% = 6.5 mM cAMP response; Potency, µM (highest dose often 154 µM), without a hit: at the highest dose activation, hits mostly activators; hit rate 0.079% among 360,000; AID 720711; note: potency is the fitted concentration of half-maximal effect; nearly all actives have a fitted effect of over 50% in size
#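 Fluorescence exchange assay: 100 nM EPAC2 with 250 nM RAP1B-BODIPY-GDP and 50 uM GDP; compounds tested as a concentration-titration series (qHTS). Loss of Rap1-bound BODIPY-GDP fluorescence read at 480/540 nm; data normalized to 6.5 mM cAMP.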
# pAkt inh: inhibitors of Akt phosphorylation; Neuro2A IGF-stimulated pAkt S473 HTRF, 20 min; stronger effect = lower value; activity change, % for hits at 50 µM; hit rate 0.32% among 360,000; in the data active = activity change below about -80%; inconclusive = mostly about -51% to -80%; note: % is set by controls: 0 for no effect and ±100 for the full control effect
#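 Single-point screen (50 µM final compound) in Neuro2A cells stimulated 20 min with 6 nM IGF at 37 deg C. After lysis, Ser473-phosphorylated Akt read by HTRF (ex 330 nm, em 615/665 nm) as the 665/615 ratio.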
# Nrf2 block: Nrf2 pathway inhibition. A549 ARE-Fluc reporter, luciferase luminescence, 18-24 h. Potency, µM (doses to about 46 µM), for inactives: at the highest dose activity change, negative = inhibition, usual class: inhibitors. hit rate 2.1% among 360,000; note: potency is the fitted concentration of half-maximal effect; % is set by controls: 0 for no effect and ±100 for the full control effect; nearly all actives have a fitted effect of over 60% in size
#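 A549 ARE_Fluc cells (5000/well, 5% FBS OPTI-MEM) pre-incubated 2 h, then treated with compounds 18-24 h at 37C/5% CO2 in concentration-response. CellTiter-Fluor viability read first; BugLite luciferase luminescence after 15 min at room temperature gives Nrf2 activity.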
# A549 tox: kills or reduces viability of A549 cells in Nrf2 counter-screen. hit rate 0.16% among 390,000. Potency, µM (doses to about 46 µM), without a hit: at the highest dose activity change, negative = cytotoxicity, actives largely listed as inhibitors. A549 ARE-Fluc cells, CellTiter-Fluor viability, 18-24 h; note: potency is the fitted concentration of half-maximal effect; % is set by controls: 0 for no effect and ±100 for the full control effect
#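 Cytotoxicity counterscreen: CellTiter-Fluor fluorescence was measured in A549 ARE_Fluc cells after 18-24 h of compound exposure in a concentration series. The subsequent BugLite luminescent read reports ARE-luciferase activity.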
# Starred values were filed as active, the others as inactive; i = inactive; ? = inconclusive; / = not tested or not shown; & = joins results of further samples; [ ] = dose if it differs, or a comment. Unless noted, calls come from the whole dose curve; as a rule, active = well fitted curve in the direction sought with a large enough effect; inconclusive = small, poorly fitted or top-dose-only effect, or another doubt; inactive = no such curve, though single readings can be large; an effect the other way counts as inactive or inconclusive. Not all compounds are listed, so the mix of outcomes need not match the whole.
molecule	TGFb inhibitor	CCT modulator	Mm-Cpn inhibitor	EPAC2 antag	Nrf2 activator	EPAC2 agonist	pAkt inh	Nrf2 block	A549 tox
O=C(c1ccccc1)c1c(-c2ccccc2)[nH]n(-c2ccccc2)c(=O)c1=O	-22%	-2.4	/	1%	0.2%	6%	i	?	-2%
CC1CCN(CC(=O)Nc2ccc(S(=O)(=O)N3C(C)CCCC3C)cc2)CC1 (stereo not given)	0%	0.3	1%	2%	-0.6%	-6%	i	-11%	0%
COC(=O)c1ccc(C2N=C(c3cccs3)CC(c3ccccc3O)N2)cc1 (stereo not given)	?	3.3	-10%	6%	?	12%	i	-5%	2%
O=C(NC1CCCCC1)C1CCN(S(=O)(=O)c2cccc3nonc23)CC1	3%	-1.1	0%	-2%	-0.4%	2%	i	-3%	5%
COc1cc(NC(=O)c2c(Cl)cnn2C)c(OC)cc1Cl	10%	-4.3	-7%	3%	0.1%	4%	i	-29%	-1%
Cc1cc(C)n(C(=O)CNC(=O)COc2ccccc2)n1	-1%	2.0	2%	9%	0.5%	2%	i	5%	-2%
O=C(Cc1c(F)cccc1Cl)Nc1ccc(S(=O)(=O)N2CCCC2)cc1	0%	-0.4	1%	-7%	0.0%	7%	i	?	-19%
CCCCC(=O)Nc1ccc(C2C(=O)c3ccccc3C2=O)cc1	-2%	1.9	/	-4%	-0.3%	4%	i	7%	-6%
COCCN(C(=O)CSc1nc2ccccc2c(=O)n1CCOC)c1c(N)n(Cc2ccccc2)c(=O)[nH]c1=O	-9%	-3.7	-2%	5%	3.3%	7%	i	-3%	6%
CCc1c(C)nc2cc(-c3cccs3)[nH]n2c1=O	12%	1.7	-14%	-1%	2.9%	5%	i	?	-9%
O=CNc1ccccc1	22%	-0.9	-4%	-10%	-0.9%	9%	i	-3%	-1%
O=C(O)C(F)(F)C(NCc1ccccc1)c1ccccc1 (stereo not given)	-5%	-2.3	1%	3%	0.5%	1%	i	0%	-5%
CCc1ccc(-c2cc(C)no2)cc1S(=O)(=O)NCc1ccc(OC)cc1	-20%	/	/	/	0.3%	/	/	?	-8%
O=C(Cc1cc(=O)[nH][nH]1)N/N=C/c1ccccc1[N+](=O)[O-]	-2%	-3.0	1%	4%	0.3%	-9%	i	-7%	7%
COc1ccccc1CNC(=O)CCn1c(=O)c2ccccc2n(CC(=O)Nc2ccc(C)cc2C)c1=O	-4%	/	/	/	0.4%	/	/	-5%	0%
COC(=O)C1CC(=O)c2ccsc2C1 (stereo not given)	0%	-0.3	0%	6%	-0.4%	2%	i	8%	-4%
Cc1ccc(-c2noc(CN3CCN(Cc4ccccc4)CC3)n2)cc1	2%	-3.5	0%	-4%	0.9%	4%	i	/	5%
O=C(CSc1ccc(F)cc1)Nc1ccc(N2CCOCC2)cc1	-7%	-0.2	-5%	?	3.0%	12%	i	6%	0%
O=C(C1CCN(S(=O)(=O)N2CCOCC2)CC1)N1CCc2ccccc21	-8%	0.8	0%	0%	0.1%	0%[15.6 µM]	/	11%	13%
CCOC(=O)C1CCN(C(=O)N(CC)CC)CC1	9%	1.6	2%	4%	0.0%	3%	i	1%	-1%
COCCCNC(=O)CCc1nnc2ccc(N3CCC(C)CC3)nn12	0%	-4.6	-2%	4%	-0.1%	1%	i	-12%	-2%
COc1ccc(-c2nc3ccccc3o2)cc1NC(=O)C(C)Oc1ccc(Cl)cc1Cl (stereo not given)	-2%	/	/	/	-1.0%	/	/	20%	5%
S=C(NCCCN1CCOCC1)Nc1ccc(N2CCOCC2)cc1	2%	-0.4	1%	2%	5.7%	1%	i	-1%	-2%
CCCCC[C@H]1CN(CCCC)C(=O)[C@@H]1CC(=O)NCc1ccccc1	-26%	0.0	-5%	-12%	0.7%	2%	i	5%	-5%
COC(=O)c1ccc(/C=C/C(=O)c2ccc(OC)cc2)cc1	-9%	-3.4	0%	-3%	?	10%	i	14%	0%
CC(=O)NCc1ccc(C(=O)CCl)s1	?	-1.8	-2%	4%	?	14%	i	?	5%
CCN1C(=O)N[C@H](c2ccc(Br)cc2)C(C(C)=O)=C1C	-3%	1.8	0%	-4%	0.6%	12%	i	-20%	-1%
Cc1cccc(Nc2cc(C)nc3nc(-c4ccccc4)nn23)c1	3%	/	/	/	0.2%	/	/	1%	1%
COc1ccc(NC(=O)c2sccc2SCC#N)cc1	-1%	2.6	0%	-2%	3.1%	7%	i	13%	1%
CC#CC[N+](C)(C)CCCCCCCC	16%	-0.2	-22%	7%	-0.4%	-1%	i	?	-5%

# The closing 3 entries of the section before come first, to join the parts:
molecule	TGFb inhibitor	CCT modulator	Mm-Cpn inhibitor	EPAC2 antag	Nrf2 activator	EPAC2 agonist	pAkt inh	Nrf2 block	A549 tox
Cc1cccc(Nc2cc(C)nc3nc(-c4ccccc4)nn23)c1	3%	/	/	/	0.2%	/	/	1%	1%
COc1ccc(NC(=O)c2sccc2SCC#N)cc1	-1%	2.6	0%	-2%	3.1%	7%	i	13%	1%
CC#CC[N+](C)(C)CCCCCCCC	16%	-0.2	-22%	7%	-0.4%	-1%	i	?	-5%
COc1ccccc1C(=O)C1CCCN(C(=O)c2snnc2C)C1 (stereo not given)	4%	-7.2	-1%	20%	-0.6%	6%	i	-4%	6%
O=C(CCS(=O)(=O)c1cccc2nonc12)Nc1cccc2c1CCCC2	0%	0.1	0%	0%	2.2%	2%	i	4%	0%
O=C(/C=C/c1ccc2c(c1)OCO2)c1ccc(O)cc1O	?	0.2	/	7%	?	15%	i	?	?
Fc1cccc(F)c1-c1nc(-c2ccncc2)no1	3%&14%	-1.5	0%	-2%	15%&29%	9%	i	?	2%&0%
COCCCN1C(=O)c2ccc(C(=O)OCC(=O)NCc3cccc(OC)c3)cc2C1=O	-4%	-2.1	-2%	14%	0.3%	-7%	i	-9%	-8%
N#CC12CCCCC1CC1CCCCC1(C#N)N2Cc1ccccn1 (stereo not given)	0%	-3.1	1%	4%	0.1%	7%	i	12%	14%
CN1CCN(CCCNC(=O)c2ccc3c(=O)n(CCc4ccccc4)c(=O)[nH]c3c2)CC1	-1%	1.9	-6%	36%[activator]	0.2%	4%	i	1%	5%
COc1cc(NC(=O)c2ccccc2OCc2ccccc2)cc(OC)c1OC	3%	-0.4	1%	-11%	-2.7%	9%	i	?	-11%
O=C(O)CCc1ccc(-c2cccs2)n1NC(=O)c1ccco1	-10%	-1.2	-3%	2%	-1.0%	15%	i	/	0%
CC(=O)c1ccc(OC2OCCOC2Oc2ccc(C(C)=O)cc2)cc1 (stereo not given)	-14%	1.8	-2%	4%	0.4%	-5%	i	-19%	-6%
O=C(NCc1ccccc1Cl)c1ccc(NC(=O)N2CCCCc3ccccc32)cc1	-8%	/	/	/	0.4%	/	/	?	11%
Cc1cccc(NC(=O)CN2C(=O)c3ccccc3Sc3ncccc32)c1C	-10%	/	/	/	-0.2%	/	/	-12%	2%
COc1cc(OC)cc(C(=O)N[C@@H](CCSC)c2nc3ccccc3[nH]2)c1	-7%	0.9	-3%[15.4 µM]	12%	0.5%	6%	i	2%	-4%
CCCN(CCC)c1nn2c(=O)c(C(=O)NCc3cccc(OC)c3)cnc2s1	?	/	/	/	4.1%	/	/	-10%	0%
Cc1cccc(C)c1NC(=O)CN(C)C(=O)c1cc(S(=O)(=O)N(C)C)ccc1N1CCCC1	5%	-1.5	-3%	-4%	-0.5%	0%	i	-21%	-9%
O=C(CN1C(=O)NC2(CCc3ccccc32)C1=O)NCC(F)(F)F (stereo not given)	22%	1.5	-1%	1%	-0.4%	2%	i	-7%	1%
CCOC(=O)c1[nH]ncc1CN1CCCC(C(=O)c2cccc(OC(C)C)c2)C1 (stereo not given)	-14%	-1.1	-3%	-4%	-0.8%	-2%	i	-6%	0%
COC(=O)c1c(C#N)c(N)nc2c1CCC2	-23%	0.9	0%	-4%	-0.3%	7%	i	-11%	4%
COc1ccc(NC(=O)CSc2nc3[nH]ncc3c(=O)n2-c2ccccc2C)cc1OC	-1%	-2.4	2%	2%	0.8%	2%	i	-7%	-2%
CCOC(=O)C1=C(O)C(=O)N(c2ccc(S(N)(=O)=O)cc2)C1c1ccc(OC)cc1OC (stereo not given)	1%	-3.1	-8%	0%	-0.2%	-2%	i	-1%	-8%
CCN(CC(=O)Nc1c(F)cccc1F)C(=O)Cc1cccs1	10%	0.6	/	1%	-0.4%	-1%	i	-5%	4%
O=C(N/N=C/c1c[nH]c2ccccc12)c1ccncc1	-1%	4.8	-1%	12%	3.2%	-9%	i	?	1%
Cc1nn2c(=O)cc(CSc3ccccc3NC(=O)c3ccccc3F)nc2s1	-4%	-1.1	2%	-11%	-0.2%	-4%	i	-6%	-5%
Cc1ccc(S(=O)(=O)N/N=C/c2ccc(OC3CSC3)cc2)cc1	-3%	-0.9	-2%	-3%	2.1%	5%	i	?	-7%
Cc1cccc(OCC(=O)NNc2c3ccccc3nc3ccccc23)c1	0%	0.1	-8%	8%	2.7%	-2%	i	?	?
O=S(=O)(NCC(O)c1ccccc1)c1cc(Cl)sc1Cl (stereo not given)	-1%	-2.7	0%	0%	2.3%	23%	i	3%	4%
